# From PubChem BioAssay
# CYP2C9 activ = CYP2C9 (human) activation | recombinant CYP2C9, luciferin-H conversion, luminescence; stronger effect = higher value; factor 1 = untreated enzyme, 0 = blocked | activation factor at 5 µM | 96,000 compounds, 1.4% hits;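 active = activation factor of 2 or more for CYP2C9 at a 5 µM dose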;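 also: 0 = sulfaphenazole-blocked wells and 1 = vehicle-only wells; values of inactives mirror those of a sister screen read the other way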
# Target sequence (P11712 whole entry, looked up): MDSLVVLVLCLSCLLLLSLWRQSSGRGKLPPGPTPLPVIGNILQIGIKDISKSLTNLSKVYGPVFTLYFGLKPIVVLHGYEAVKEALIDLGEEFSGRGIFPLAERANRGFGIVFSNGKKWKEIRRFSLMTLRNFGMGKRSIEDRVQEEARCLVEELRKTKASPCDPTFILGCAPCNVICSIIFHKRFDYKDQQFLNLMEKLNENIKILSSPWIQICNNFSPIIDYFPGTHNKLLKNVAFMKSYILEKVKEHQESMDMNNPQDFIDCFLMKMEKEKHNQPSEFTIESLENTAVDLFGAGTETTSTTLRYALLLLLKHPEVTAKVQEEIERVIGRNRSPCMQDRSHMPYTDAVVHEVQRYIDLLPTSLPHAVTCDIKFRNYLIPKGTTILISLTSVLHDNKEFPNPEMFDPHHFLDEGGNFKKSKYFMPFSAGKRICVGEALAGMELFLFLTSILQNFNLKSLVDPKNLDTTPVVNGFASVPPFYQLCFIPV
# PTPN22 inh 2 = inhibitors of human LYP (PTPN22) phosphatase; Q9Y2R2; recombinant LYP catalytic domain, DiFMUP fluorescence; inhibition, % at 2 µM; 96,000 compounds, 0.21% hits; AID 640;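 active = inhibition at 2 µM at or above a set limit, the screen mean plus 3 SD, cut at about 24% in these data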;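 also: 0% = DMSO with enzyme and 100% = enzyme fully blocked by orthovanadate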
# DAT uptake mod = modulates human dopamine transporter uptake under cocaine | Q01959 | LLC-PK1 hDAT cells, [14C]-dopamine uptake with cocaine IC80; actives deviate in either direction | B-score at 10 µM | 110,000 compounds, 1.3% hits;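 active = Z score or B-score, a plate-position-corrected score, falls beyond the plate's 99.7% confidence bounds, in either direction; inactive = both scores lie inside the 99.7% bounds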;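 also: scored against the spread of the other compound wells on the same plate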
# Target sequence (Q01959 whole entry, looked up): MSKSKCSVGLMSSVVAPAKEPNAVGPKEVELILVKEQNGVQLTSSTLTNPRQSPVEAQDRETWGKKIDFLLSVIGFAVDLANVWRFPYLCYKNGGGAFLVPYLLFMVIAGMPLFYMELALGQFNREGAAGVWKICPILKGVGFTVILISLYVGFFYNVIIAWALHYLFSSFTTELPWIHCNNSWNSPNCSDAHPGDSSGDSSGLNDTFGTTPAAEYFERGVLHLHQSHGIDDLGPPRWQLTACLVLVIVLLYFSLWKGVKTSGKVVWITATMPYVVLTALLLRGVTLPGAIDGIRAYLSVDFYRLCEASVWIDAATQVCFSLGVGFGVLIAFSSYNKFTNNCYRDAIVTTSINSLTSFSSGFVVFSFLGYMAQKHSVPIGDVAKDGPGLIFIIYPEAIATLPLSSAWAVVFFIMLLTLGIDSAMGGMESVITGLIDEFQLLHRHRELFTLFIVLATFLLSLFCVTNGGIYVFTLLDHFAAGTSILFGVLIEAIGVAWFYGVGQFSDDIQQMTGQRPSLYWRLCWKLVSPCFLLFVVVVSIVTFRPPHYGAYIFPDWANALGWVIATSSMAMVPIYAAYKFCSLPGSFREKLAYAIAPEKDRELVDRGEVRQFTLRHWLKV
# PostGolgi yeast = growth inhibition of a yeast mutant, post-Golgi transport screen; inhibition, % at 10 µM; 98,000 compounds, 0.9% hits; post-Golgi transport phenotypic cell assay;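 also: yeast cells grown in 1536-well plates; yeast grown about 18 h at 30C before absorbance read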
# Ecoli WT expand = blocks growth of wild type E. coli BW25113; OD600 absorbance; growth inhibition, % at 100 µM; AID 710; 98,000 compounds, 0.15% hits;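 active = growth inhibition above about 50% at one test dose, limit read from the data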;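 also: growth measured after 20 h incubation at 37 °C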
# CYP2C9 inhib = blocks human cytochrome P450 2C9 | P11712 | CYP2C9 Supersomes, luciferin-H conversion, luminescence | inhibition, % at 5 µM | 96,000 compounds, 20% hits | AID 777;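 active = blocking of liver enzyme CYP2C9 beyond about 50% at 5 µM, limit read from the data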; also: values of inactives mirror those of a sister screen read the other way
# PTK2B oligo ant = blocks oligomerization of human Pyk2 in cells; Q14289; Q293 cells, Pyk2 FERM NanoBiT luminescence; stronger effect = lower value; z-score (the deposit names both 25 µM and 10 µM); 99,000 compounds, 0.83% hits;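 active = Z-score of -3 or lower, scaled per plate to the spread of control and sample wells; inactive = z-score above -3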;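 also: negative z-score means lost luminescence so less FERM oligomerization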
# LYP act = activators of human LYP (PTPN22) phosphatase; Q9Y2R2; recombinant LYP, DiFMUP fluorescence; 0 = plate median, 100 = signal doubled; activation, % at 2 µM; 96,000 compounds, 0.11% hits;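 active = activation at 2 µM above a set limit, the mean plus 5 SD, cut at about 37% in these data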
# PostGolgi ctrl = yeast control strain growth, post-Golgi counter-screen. efflux-deficient yeast background strain, growth absorbance A615, 16 h. inhibition, % at 10 µM. 98,000 compounds, 5% hits. AID 738
# * = called active by the depositor; / = no result given; & = joins results of further samples. Rule as the data show it, unless noted: active = inhibition above about 30%; inactive = the rest.
SMILES,CYP2C9 activ,PTPN22 inh 2,DAT uptake mod,PostGolgi yeast,Ecoli WT expand,CYP2C9 inhib,PTK2B oligo ant,LYP act,PostGolgi ctrl
N#Cc1c(=O)c2nc(NCc3ccccc3)ncc2n2ccccc12,1.2,6,-0.056,-1,-4,-17,0.22,-4,-1
COc1ccc(C)cc1S(=O)(=O)N(C)CC(=O)N1CCC(C)CC1,/,-4,-0.012,/,/,/,-0.04,4,/
CC(C(=O)Nc1ccc(C(=O)O)cc1)N1C(=O)c2ccccc2C1=O (centres undefined),0.9,4,-0.72,10,3,10,-0.35,-6,-7
Cc1ccc2ccccc2c1COC(=O)c1nonc1N,0.8,-3,-0.6,-4,-2,24,1.5,2,74*
Cn1cc(SCC(=O)Nc2nccs2)c2ccccc21,0.8,-7,-0.92,-2,0,24,/,4,0
CC(C)Cc1cc(C(=O)Nc2c(F)cc(F)cc2Br)no1,1,8,6.5*,4,10,2,/,-10,6
Cn1cccc1Cc1nnc(SCC(=O)NC2CCCC2)n1-c1ccc(F)cc1,0.9,-2,-0.52,8,1,8,/,-2,4
CCOC(=O)c1c(CN2CCCCC2)oc2ccc(OC)cc12,0.9&0.9,-3&5,0.62&0.19,6&-3,8&0,13&9,-0.42,-1&-6,4&-4
CCOC(=O)N1CCN(Cc2nc3c(c(=O)[nH]c(=O)n3C)n2Cc2ccccc2C)CC1,1,-3,0.26,3,1,0,0.32,3,2
COC(=O)c1sccc1NC(=O)c1cc(-c2ccc(C)cc2)nc2ccccc12,0.9,0,/,0,-6,7,0.08,3,4
NC(=O)NC(=O)COC(=O)c1ccccc1Oc1ccccc1,1,/,-0.89,-1,-3,0,-0.34,/,4
NC1=NC(c2ccc(Br)cc2)n2c(nc3ccccc32)N1 (centres undefined),0.6,-1,-1.1,1,30,38,1.2,7,9
COc1ccccc1NC(=O)CSc1nnc(-c2ccncc2)n1CC1CCCO1 (centres undefined),0.9,11,-0.41,2,-6,10,0.88,-8,14
c1ccc(-c2cn3c(n2)CCc2ccc4cccnc4c2-3)cc1,0.8,-17,0.34,-6,-5,21,0.03,21,42*
COc1cc(OC)cc(-n2nnnc2SCC(=O)NC2CCCC2)c1,3.1*,-2,0.68,-2,2,-206,1.1,3,14
CCCN1CCC(NC(=O)Nc2ccccc2C(=O)OC)CC1,0.9,-9,-0.62,-10,6,6,-0.23,11,2
O=C(N/N=C1\CCCc2ccccc21)C(O)c1ccccc1 (centres undefined),1.3,10,1.1,1,3,-30,1.1,-8,-4
O=C(CSc1ncn(-c2ccccc2)n1)Nc1nccs1,0.8,4,-0.76,-4,-2,21,-0.07,-4,10
CCC(C)c1ccc(OCCN2CCCC2)cc1 (centres undefined),0.9,12,0.21,7,-2,7,-0.19,-13,36*
CCOC(=O)c1c(CN2CCN(CCO)CC2)n(C)c2cc(Br)c(OC)cc12,0.2,4,1.6,-3,11,79*,-0.21,-7,7
O=C(NCCN1CCCC1=O)Nc1ccccc1,1,-9,1.9,3,2,-2,0.05,5,12
O=c1[nH][nH]c(=O)c2cc(N3CCCC3)ccc12,1,-9,-0.024,-3,-2,3,0.9,6,6
Cc1nc(SCc2c(F)cccc2Cl)n[nH]1,1.2,-12,-0.79,-7,5,-22,-0.13,12,3
COc1ccc(CNC2=CC(=O)CC(C)(C)C2)cc1,0.9,4,0.12,-8,2,11,-0.72,-6,3
COc1ccc(Nc2nc(C(=O)NCCCN3CCOCC3)cs2)cc1,0.7,-4,0.47,-7,5,33,1.9,1,1
O=C(NC1CCCCC1)C(c1ccncc1)N(CC1CCCO1)C(=O)C(F)(F)F (centres undefined),0.6,1,0.26,10,9,42,-0.74,-2,8
COc1ccccc1C(=O)Nc1ccc(-c2nnc(SCC(=O)O)n2C)cc1,1.2,6,0.59,-3,-2,-16,0.13,-7,-1
CCN(Cc1ccncc1)C(=O)C1CCN(S(=O)(=O)c2cccs2)CC1,0,-4,0.86,-15,2,99*,0.81,3,5
CCOC(=O)CSc1cc(=O)n(C)c2cc(Cl)ccc12,0.5,-5,/,4,-1,51*,0.38,4,-1
CCCC(=O)N1CCN(c2ccc(NC(=O)c3ccco3)cc2)CC1,1,4,0.57,-1,-6,1,-0.06,-5,-2
CC(C)(C)c1cnnn1-c1ccc(C(=O)CCl)cc1,0.8,-1,-0.57,18,15,25,-0.85,1,4
CCc1ccc(-c2nc(CN3CCC(C(=O)NCCN(CC)c4ccccc4)CC3)c(C)o2)cc1,0.8,-9,-0.22,-2,12,18,-1.3,7,23
CC1/C(=N/O)CC(c2ccccc2)N(C)C1c1ccccc1 (centres undefined),/,8,-0.74,/,/,/,-1.5,-8,/
Cc1cc(O)c(-c2cc(C(=O)Nc3ccc(S(=O)(=O)N4CCOCC4)cc3)[nH]n2)cc1C,0.8,1,0.29,-2,-1,24,-1.7,3,11
CC(C)C(c1nnnn1C(C)(C)C)N1CCN(c2cccc(Cl)c2)CC1 (centres undefined),0,6,-0.49,6,-25,98*,-1.1,-7,90*
Cc1ccc(Cn2nnc3c(=O)n(CC(=O)NCC4CCCO4)cnc32)cc1 (centres undefined),1,-4,-0.0067,/,/,3,0.97,2,/
COc1ccc(NC(=O)CCCn2c(=S)[nH]c3ccccc3c2=O)cc1,0.4,1,-0.73,-1,-4,59*,/,-2,20
CCOC(=O)c1cc2c(=O)n3ccccc3nc2n(CCOC)c1=NC(=O)C(C)(C)C,0.9,-1,-0.68,1,10,10,0.8,0,2
O=C(CN1CCN(Cc2ccc(F)cc2)C1=O)NCc1cccs1,0.8,-18,0.41,-6,2,16,/,16,26
O=C(Cn1nnc(-c2ccccc2F)n1)Nc1ccc2c(c1)OCO2,0.6,4,-1.8,1,3,45,0.79,-6,11
C=CCNC(=O)c1onc(CCl)c1C(=O)OC,1,5,-1.3,-23,1,0,/,-2,1
O=C(Nc1nc(-c2cccc([N+](=O)[O-])c2)cs1)C(c1ccccc1)c1ccccc1,0.3,-6,-0.036,19,-13,74*,-0.41,10,8
CCOc1ccc(OCC)c(NS(=O)(=O)c2cccc3nsnc23)c1,0.7,/,0.02,27,3,33,0.86,/,11
Cc1cccc(-n2nnnc2SCC(=O)c2cc(C)n(Cc3ccco3)c2C)c1,2.6*,-10,-0.8,6,-13,-158,-0.15,7,6
Cc1ccc(Nc2nc(N)nc(CSC(=S)N3CCOCC3)n2)cc1,0.6,-4,1.1,3,2,36,-1.6,3,11
Cc1ccc2c(c1)N(C(C)C(=O)NCCc1ccccc1)C(=O)CO2 (centres undefined),0.7,6,-0.82,0,3,34,-0.96,-9,11
COc1ccccc1-n1c(CNc2ccc(F)cc2)nnc1SCC(=O)Nc1cc(C)on1,/,9,1.2,/,/,/,-0.35,-7,/
COc1ccc(C(=O)Cc2ccc(OC)c(OC)c2)c(OC)c1,0.9,3,0.031,0,1,9,0.3,-1,5
COC(=O)c1c(NS(=O)(=O)c2cccs2)sc2c1CCCC2,1.3,0,-0.75,-11,3,-28,0.07,-1,11
CCOC(=O)C1=C(C)NC(C)=C(C(=O)OCC)C1C(=O)OCC(=O)N1CCc2ccccc21,0.2,3,1.5,4,10,82*,-0.07,-4,4
CCCCn1ccnc1C(=O)c1cccc(S(=O)(=O)N2c3ccccc3CC2C)c1 (centres undefined),0.3,/,2.8,-2,-24,68*,-1.9,/,12
Cc1cccc(C)c1NC(=O)CSc1nnc(C)n1-c1ccccc1,/,-5,-0.59,/,/,/,4.1,6,/
CCn1nnnc1-c1ccc(OC)c(S(=O)(=O)Nc2ccc(C(=O)OC)cc2)c1,0.7,1,0.087,0,-5,35,-0.19,0,1
CCCCC(=O)Nc1cccc(NC(=O)c2ccccc2Br)c1,0.3,-1,0.86,0,8,73*,-0.57,7,-3
COc1ccc(CNC(=O)/C=C/c2cc([N+](=O)[O-])ccc2OC(F)F)cc1OC,2.1*,2,0.087,-12,-9,-108,-1.4,-1,10
C=CCN1C(=NC(=O)CCC(=O)O)SC2CS(=O)(=O)CC21 (centres undefined),1.1,14,-1.4,-3,3,-8,-0.34,-9,-2
COc1cc(CNCc2ccccn2)ccc1OCC(N)=O,1,-8,-0.46,-1,-2,-3,0.81,10,30
COc1ccc(NC(=O)C2CCCN(S(=O)(=O)c3cccc4nonc34)C2)cc1 (centres undefined),0.9,10,-0.58,18,-7,13,-0.02,-7,2
COc1ccccc1-n1c(SCC(=O)N2CCCC2)nc2cccnc21,1.1,-19,0.69,-3,-5,-6,-0.49,18,-1
CCOc1ccccc1NC(=O)c1cccc(NC(=O)CC(c2ccccc2)c2ccccc2)c1,0.5,20,0.2,-5,-31,51*,-0.4,-17,11

# (cont.)
SMILES,CYP2C9 activ,PTPN22 inh 2,DAT uptake mod,PostGolgi yeast,Ecoli WT expand,CYP2C9 inhib,PTK2B oligo ant,LYP act,PostGolgi ctrl
Cc1cc2cc(CNC(=O)Nc3ccccc3)ccc2n1C,/,-6,-0.76,/,/,/,-0.06,3,/
O=C(O)CSc1c[nH]c2ccccc12,1,-3,0.045,5,-24,-2,0.43,5,2
c1nc(NC2CCCCCC2)c2[nH]cnc2n1,0.7,/,0.21,5,11,26,/,/,19
CC1CC1C(=O)Nc1nc(-c2ccccc2)cs1 (centres undefined),0.6,2,0.84,0,5,40,0.23,-4,7
CCCCn1c(=N)n(CC(=O)C(C)(C)C)c2ccccc21,1,-5,-0.33,5,12,4,-0.76,4,6
Cc1sc2nc(C(C)C)oc(=O)c2c1C,1,-1,-1.2,17,-6,-1,0.85,3,8
COc1cc(/C=N/NC(=O)c2cccnc2)ccc1OS(=O)(=O)c1ccc(F)cc1,0.2,6,1.1,-2,6,83*,-0.31,-2,10
C=CCOC(=O)C1=C(C)Nc2nnnn2C1c1ccc(OC)cc1OC (centres undefined),0.9,-3,1.4,-5,-4,12,-0.07,3,22
Cc1ccc(S(=O)(=O)N/N=C/C(C)(C)CO)cc1,0.9,2,0.18,-11,-1,10,1.1,4,2
COc1ccc(-c2cc(-c3ccccc3)nc(N3CCCC3)n2)cc1OC,0.6,/,0.032,3,-7,40,-0.27,/,10
COc1cc2c(cc1OC)CN(C(=O)CSc1n[nH]c(N)n1)CC2,1.1,-31,0.44,3,9,-6,0.4,26,5
COc1cc(NC(=O)c2ccc(Cl)cc2Cl)ccc1-c1cc2ccccc2oc1=O,0.7,16,0.56,-9,-15,30,1.2,-13,4
Cc1ccc(-c2nc3ncccc3o2)cc1NC(=O)c1ccco1,/,1,0.2,/,/,/,1.8,1,/
CS(=O)(=O)Nc1ccc(C(=O)N2CCN(c3ccccc3)CC2)cc1,1,0,-0.48,2,-5,2,-0.08,3,0
CCOc1ncccc1C(=O)OCC(=O)Nc1ncc(C(F)(F)F)cc1Cl,0.7,9,-0.55,-4,-13,26,0.63,-6,20
CC1=NN(c2nc(-c3ccc(Cl)cc3)cs2)C(=O)C1,0.4,6,2.4,10,0,60*,-0.04,-4,1
COc1cccc(C2=CC(c3cccc(OC)c3OC)n3nnnc3N2)c1 (centres undefined),0.1,/,-1.5,-4,-3,90*,0.85,/,-7
CSC1=C(C#N)C(c2ccccc2Cl)C(C(C)=O)=C(C)N1 (centres undefined),/,2,-0.0082,/,/,/,-3.1*,0,/
Cc1cc([N+](=O)[O-])ccc1NC(=S)NC(=O)Cc1ccccc1,1,4,0.16,-8,-7,4,0.3,-2,30*

# Single records, as listed above. Screens in order: CYP2C9 activ | PTPN22 inh 2 | DAT uptake mod | PostGolgi yeast | Ecoli WT expand | CYP2C9 inhib | PTK2B oligo ant | LYP act | PostGolgi ctrl
# COc1cccc(C2=CC(c3cccc(OC)c3OC)n3nnnc3N2)c1 (centres undefined) across the screens: 0.1 | / | -1.5 | -4 | -3 | 90* | 0.85 | / | -7
# Cc1cc([N+](=O)[O-])ccc1NC(=S)NC(=O)Cc1ccccc1 across the screens: 1 | 4 | 0.16 | -8 | -7 | 4 | 0.3 | -2 | 30*
# Cc1sc2nc(C(C)C)oc(=O)c2c1C across the screens: 1 | -1 | -1.2 | 17 | -6 | -1 | 0.85 | 3 | 8
# Cc1ccc(S(=O)(=O)N/N=C/C(C)(C)CO)cc1 across the screens: 0.9 | 2 | 0.18 | -11 | -1 | 10 | 1.1 | 4 | 2
